Screens deposited in PubChem by several laboratories.
NCOA2 inhibitor = inhibition of GAL4-SRC2 driven luciferase reporter, primary screen, SRC2 inhibitor project, cell-based, luminescence; 370,000 tested, 0.17% active; inhibition, % at 9 µM; AID 651957, 2012; HEK293 GAL4-SRC2 luciferase reporter;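 active = inhibition above the mean inhibition of all tested compounds plus 3 SD, set per campaign, cut at about 52% in these data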;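 note: 0% = DMSO treated cells and 100% = cells given Gossypol at 36 µM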
Exocytosis inh = LAMP-1 surface exposure blockers, TALL-104 cells – cell-based, flow cytometry, MLPCN library, primary screen. 360,000 tested, 0.66% active. AID 651702, 2012. inhibition, % at 10 µM. TALL-104 LAMP-1 surface exposure; cells stimulated with thapsigargin and PMA;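 active = inhibition above about 55%, limit read from the data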
LRH-1 inv ag = LRH-1 (NR5A2) inverse agonists, primary screen, cell-based, luminescence, HEK293T, StAR-luciferase reporter; inhibition, % at 3.6 µM; AID 602396, 2012; LRH-1 transfected, 24 h; 360,000 tested, 0.13% active;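 active = inhibition above the mean inhibition of all tested compounds plus 3 SD, cut at about 73% in these data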;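 note: 0% = DMSO wells and 100% = reporter-only cells lacking LRH-1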
TROY NFkB inh = inhibitors of TROY-driven NF-kB signaling, primary screen, Q293 LMP1-TROYcd cells, NF-kB luciferase, uHTS; AID 1347056, 2019; Q293 LMP1-TROYcd NF-kB luciferase reporter, 4 h; inhibition, % at 10 µM; 360,000 tested, 0.98% active;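 active = compounds whose plate-normalised and pattern-corrected inhibition of the luciferase reporter signal at the single screening dose is 50% or more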
SRC3 inh = SRC3 coactivator transcriptional activity inhibitors, primary screen, cell-based, luminescence. Nuclear receptor coactivator 3 (Homo sapiens), Q9Y6Q9. HEK293 GAL4-SRC3 luciferase reporter. inhibition, % at 3.6 µM. 360,000 tested, 0.17% active. AID 588352, 2011;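 active = inhibition above a per-campaign cutoff, the mean of all compounds plus 3 SD, cut at about 60% in these data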;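 note: 0% = DMSO-treated cells and 100% = gossypol-treated cells at 36 µM; higher means less SRC3-driven luciferase light from the GAL4 reporter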
TWEAK Fn14 block = inhibitors of TWEAK-Fn14 signaling, primary screen, luciferase reporter cells, uHTS | TWEAK-stimulated Fn14 reporter cells, luciferase luminescence, 8 h | inhibition, % at 10 µM | 360,000 tested, 2% active | AID 1159606, 2016; in the data active = inhibition above about 50%
TLR9-MyD88 block = inhibitors of TLR9-MyD88 association in cells, primary screen, cell-based, CHO, BLA complementation, fluorescence. Toll-like receptor 9 (Homo sapiens) + Myeloid differentiation primary response protein …. CCF4 FRET ratio. inhibition, % at 4.98 µM. 340,000 tested, 0.21% active. AID 504734, 2011;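 active = inhibition above the mean over all tested compounds plus 3 SD, cut at about 21% in these data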;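 note: 0% = DMSO only wells and 100% = clavulanate BLA inhibitor control wells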
NOD2-RIPK2 inh = NOD2-RIPK2 binding disruptors in cells, primary screen, fluorescence, CHO cells, BLA complementation; 360,000 tested, 0.38% active; inhibition, % at 4.98 µM; AID 624267, 2012; Receptor-interacting serine/threonine-protein kinase 2 (Homo sapiens), O43353; CCF4 ratio; in the data active = inhibition above about 21%;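 note: 0% = vehicle only and 100% = reference blocker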
ABHD5 PLIN5 PPI = ABHD5-PLIN5 interaction inhibitors, primary screen, cell lysate, split luciferase complementation, luminescence. Split G. princeps luciferase complementation, 4 h. inhibition, % at 4 µM. 360,000 tested, 0.78% active;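 active = inhibition above the mean inhibition across every tested compound plus 3 SD, cut at about 22% in these data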;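 note: 0% = DMSO only wells and the 100% control is not disclosed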
COUP-TFII inh = NR2F2 transcriptional activity inhibitors, primary screen, cell-based, luciferase reporter, HEK293T, luminescence; COUP transcription factor 2 (Homo sapiens), P24468; HEK293T NGFI-A luciferase reporter; inhibition, % at 8.6 µM; 370,000 tested, 0.7% active;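 active = inhibition above a per-plate cutoff, mean inhibition of test wells between control levels plus 3 SD, cut at about 38% in these data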;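 note: cells cotransfected with COUP-TFII expression vector driving the NGFI-A reporter; 0% = median of COUP-TF2 test wells and 100% = reporter-only cells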
SRC1 inh = SRC1 coactivator transcriptional activity inhibitors, primary screen, cell-based, luminescence; 360,000 tested, 0.12% active; HEK293 GAL4-SRC1 luciferase reporter; Nuclear receptor coactivator 1 (Homo sapiens), Q15788; AID 588354, 2011; inhibition, % at 3.6 µM;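 active = inhibition above the campaign mean plus 3 SD, with each screening campaign given its own cutoff, cut at about 60% in these data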;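 note: 0% = DMSO treated cells and 100% = gossypol at 36 µM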
Target sequence (Q15788 whole entry, looked up, the tested form may be a part): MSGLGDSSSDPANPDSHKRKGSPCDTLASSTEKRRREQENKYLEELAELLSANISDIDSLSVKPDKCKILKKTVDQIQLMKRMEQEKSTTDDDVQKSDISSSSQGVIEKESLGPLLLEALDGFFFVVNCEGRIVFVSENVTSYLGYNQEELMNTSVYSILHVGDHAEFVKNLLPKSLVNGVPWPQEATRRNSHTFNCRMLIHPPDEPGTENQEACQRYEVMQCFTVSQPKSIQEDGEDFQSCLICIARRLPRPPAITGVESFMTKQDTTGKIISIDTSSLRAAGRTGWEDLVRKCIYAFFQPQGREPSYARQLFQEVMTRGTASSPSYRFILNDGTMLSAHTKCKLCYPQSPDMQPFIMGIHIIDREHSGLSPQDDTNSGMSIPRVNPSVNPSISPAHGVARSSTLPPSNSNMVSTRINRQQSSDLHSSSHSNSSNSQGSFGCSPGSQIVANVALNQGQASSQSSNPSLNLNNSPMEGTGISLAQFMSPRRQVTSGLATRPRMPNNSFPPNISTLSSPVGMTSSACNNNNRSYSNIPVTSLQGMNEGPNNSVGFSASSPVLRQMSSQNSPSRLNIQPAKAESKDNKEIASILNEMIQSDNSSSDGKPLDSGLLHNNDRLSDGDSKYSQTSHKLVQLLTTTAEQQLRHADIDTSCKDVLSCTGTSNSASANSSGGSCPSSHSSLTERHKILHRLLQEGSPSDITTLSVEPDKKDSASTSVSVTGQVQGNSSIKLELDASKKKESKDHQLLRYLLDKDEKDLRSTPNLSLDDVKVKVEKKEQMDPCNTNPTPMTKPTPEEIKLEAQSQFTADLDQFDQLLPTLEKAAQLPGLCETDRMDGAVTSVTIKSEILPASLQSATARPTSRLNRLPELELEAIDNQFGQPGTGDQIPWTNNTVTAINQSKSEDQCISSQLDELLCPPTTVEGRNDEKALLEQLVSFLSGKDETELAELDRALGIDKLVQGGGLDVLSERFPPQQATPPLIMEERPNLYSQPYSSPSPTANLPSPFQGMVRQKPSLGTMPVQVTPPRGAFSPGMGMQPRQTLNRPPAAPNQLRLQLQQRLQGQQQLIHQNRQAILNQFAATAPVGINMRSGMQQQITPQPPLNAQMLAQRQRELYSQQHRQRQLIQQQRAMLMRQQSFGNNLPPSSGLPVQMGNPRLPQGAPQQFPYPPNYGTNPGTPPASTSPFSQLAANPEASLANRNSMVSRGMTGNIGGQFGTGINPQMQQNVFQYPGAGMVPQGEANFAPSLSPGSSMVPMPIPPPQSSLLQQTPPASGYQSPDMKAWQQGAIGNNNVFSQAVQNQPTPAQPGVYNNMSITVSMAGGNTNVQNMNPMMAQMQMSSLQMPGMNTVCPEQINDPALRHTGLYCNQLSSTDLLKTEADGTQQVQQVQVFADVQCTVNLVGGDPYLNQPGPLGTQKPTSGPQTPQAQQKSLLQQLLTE
Starred values were filed as active, the others as inactive; . = not tested or not shown.

SMILES	NCOA2 inhibitor	Exocytosis inh	LRH-1 inv ag	TROY NFkB inh	SRC3 inh	TWEAK Fn14 block	TLR9-MyD88 block	NOD2-RIPK2 inh	ABHD5 PLIN5 PPI	COUP-TFII inh	SRC1 inh
Cc1ccc[n+](CC(=O)Nc2ccc([N+](=O)[O-])cc2Cl)c1	19	-2	30	10	6	-7	5	-3	-3	5	-1
COc1ccc(CN2C3CCC2CC(NC(=O)c2cccc(F)c2)C3)cc1 (stereo unspecified)	3	4	0	-5	-2	-12	2	5	-3	-8	-26
COc1cc(C(=O)Nc2scc(-c3ccc(Br)cc3)c2C(=O)O)cc(OC)c1OC	-6	1	-13	72*	9	-7	-9	0	-8	-23	4
O=C(Nc1ccc(O)c(C(=O)O)c1)Oc1ccccc1	-7	5	-6	14	-17	45	8	-2	-1	11	-2
Cc1onc(-c2ccccc2)c1C(=O)NC(=S)NNC(=O)c1ccccc1O	16	3	90*	-30	76*	24	11	-4	2	26	64*
Cc1c(C(=O)NCc2ccccc2)cnn1-c1ccccc1	6	-6	-23	-17	-4	-16	-5	-5	0	7	-32
COC(=O)c1[nH]c2ccccc2c1NS(=O)(=O)c1ccc(OC)cc1OC	-18	2	10	6	2	13	4	-6	-2	4	-5
Cc1ccc(C)c(NC(=O)CC2Sc3ccccc3NC2=O)c1 (stereo unspecified)	12	16	-28	6	-7	-7	-11	0	4	-1	-1
COc1cc2[nH]c(=S)n(C3CCCC3)c(=O)c2cc1OC	11	-3	-1	16	-12	16	-6	-4	-14	2	-26
CC(C)c1ccc(N(CC(=O)NC(C)(C)C)C(=O)CCC(=O)Nc2nccs2)cc1	-11	-16	-6	23	-18	2	0	1	1	10	-5
COc1c(O)ccc(/C=C(\C#N)c2nc3ccccc3[nH]2)c1[N+](=O)[O-]	-35	4	-68	-57	-43	-15	-2	-7	3	27	-91
CC(C)OCCCNC(=O)c1cc(S(=O)(=O)N2CCc3ccccc32)cn1C	7	-1	-4	0	-18	2	0	-9	-1	-9	0
COCCNC(=O)c1cc2c(-c3ccc(Cl)cc3)nn(C)c2s1	-17	0	8	-30	6	-21	-6	11	6	-6	-15
CCOc1cc(N2CCOCC2)c(OCC)cc1NC(=O)COC(=O)COc1cc(C)cc(C)c1	13	-2	-2	6	8	-6	-2	0	10	-8	-9
Cc1cccc(-c2nc3ccccc3c(=O)n2NC(=O)Cc2ccc(Cl)cc2)c1	12	-2	-25	5	-12	16	1	-10	0	6	-14
CN1CCN(/N=C/c2cccc(Cl)c2Cl)CC1	1	-1	-56	-46	-28	-15	4	-2	0	-9	-38
O=C(NCCCN1CCCCCC1)c1ccc2c(c1)NC(=O)C(N1CCOCC1)S2 (stereo unspecified)	-5	-4	3	.	13	82*	-1	4	2	-12	-11
CN1CCc2nc(SCC(=O)Nc3cccc(F)c3)c(C#N)c(-c3cccs3)c2C1	-7	2	-18	-28	20	3	-5	-2	7	7	2
CCCCn1c(N)c(N(CCC(C)C)C(=O)C2=COCCO2)c(=O)[nH]c1=O	-10	-3	27	-5	9	15	10	-5	0	-1	-1
Cc1ccc2c(c1)C(=O)C(=O)N2CC1COc2ccccc2O1 (stereo unspecified)	-3	17	-10	17	-7	-16	6	24*	13	-25	-4
C[C@@]12C(C[C@H](O)[C@@]34C[C@@H](CCC13)[C@@H](CO)C4=O)[C@](C)(C(=O)O)CC[C@@H]2O (stereo partly specified)	-11	0	-12	16	1	16	.	-11	12	6	11
Cc1ccccc1N1CCN(Cc2ccc([N+](=O)[O-])o2)CC1	-33	-1	-4	-8	14	-8	-5	-4	3	13	-9
O=C(NCc1n[nH]c(=S)n1-c1ccc(F)cc1)c1ccc(S(=O)(=O)N2CCCC2)cc1	-11	1	10	2	18	34	10	-18	-6	11	14
O=C(Cc1ccccc1)Nc1nonc1NC(=O)c1ccccc1	-6	-3	0	-4	-8	6	2	-11	-3	6	-4
Cc1ccc(NC(=S)Nc2ncccc2C)c(C)c1	-40	-3	-132	-57	-88	28	-8	-12	1	-49	-128
CCC1OC(c2ccc([N+](=O)[O-])cc2)=Nc2ccccc21 (stereo unspecified)	-6	4	-4	-17	12	4	-1	-13	-5	7	6
COc1ccc(-c2cc(C(=O)N3CCCc4ccccc43)no2)cc1	-26	1	-41	-15	-24	12	-8	-3	-1	-21	-56
COC(=O)c1cccc(C(=O)N2CCCC(C(=O)c3cccc(OC(C)C)c3)C2)c1 (stereo unspecified)	-26	-1	7	-3	-8	5	-3	5	-4	4	-28
NS(=O)(=O)c1ccc(N=C2C(=O)Nc3ccccc32)cc1	0	7	18	-13	3	2	0	-10	-5	1	5
COc1cc2c(cc1OC)/C(=C/c1ccc(Br)cc1)C(=O)OC2	22	6	-17	8	21	20	3	2	13	-10	11
O=C(NCCCN1CCCC1=O)c1cc(S(=O)(=O)N2CCOCC2)c(Cl)cc1Cl	-10	-2	3	13	11	3	3	-7	-16	10	-3
CC1=C(C(=O)Nc2ccccn2)C(c2cccnc2)n2nnnc2N1 (stereo unspecified)	-31	0	-62	-17	-5	-24	3	1	11	-11	-28
COc1cc2nc(C)sc2cc1SC	-13	-3	6	-4	10	15	-6	1	5	8	-20
CCNC(=O)COc1cc(C)c(Br)c(C)c1	-11	0	-8	-7	16	3	-11	-4	0	6	-1
Cc1nnc(NC(=O)CSc2nnc(CC(=O)Nc3ccccc3Cl)n2C)s1	10	-2	-2	2	1	27	18	4	3	-4	-13
COc1ccccc1N1CN(S(=O)(=O)c2ccc(C)cc2)c2nc3ccccc3nc21	-44	-7	15	-54	-10	23	1	-7	-5	-32	-4
COc1ccc(C(=O)N(C)c2c(C)n(C)n(-c3ccccc3)c2=O)cc1OC	-6	-2	0	4	-11	-8	-3	-15	-7	-4	-2
Cc1ccc(-c2cc(C(=O)Nc3ccc4c(c3)OCCO4)c3ccccc3n2)cc1	-19	-5	-46	14	-43	49	2	1	-5	-5	-47
CN(CCOc1ccccc1)C(=O)c1cc(COc2c(F)cccc2F)on1	-8	1	-4	-23	3	-19	8	3	-4	1	-9
Cc1c(-n2cc(C(=O)O)c(=O)c3cc(F)c(N4CCCC(O)C4)c(F)c32)c(=O)n(-c2ccccc2)n1C (stereo unspecified)	8	1	19	1	7	15	3	-6	0	-16	11
Cc1cc(C)c2c(N=NN3CCOCC3)[nH]nc2n1	-6	40	1	-3	6	-14	5	-15	4	-22	-10
N#Cc1ccc(C(=O)N2CCN(C(=O)C3CCCO3)CC2)cc1 (stereo unspecified)	-24	10	-3	-2	-49	7	-15	-10	-6	5	-10
CN(C(=O)c1ccccc1C(=O)OCC(=O)c1ccccc1)c1ccccc1	28	6	13	2	3	0	7	-12	0	-1	-4
Nn1c(Cc2ccccc2)nc2ccccc2c1=O	-3	-5	1	5	8	17	-4	-6	8	3	2
COc1cccc(CN2CCN(CC(=O)Nc3ccccc3Cl)CC2)c1	-9	-4	14	-8	1	-20	-11	3	1	21	0
O=C1C=C(NNC(=O)c2ccccc2Br)CCC1	-6	-7	12	-23	-1	2	1	-3	-2	-4	-5
Cc1ccc2nc(N(CCCN(C)C)C(=O)CN3C(=O)c4ccccc4C3=O)sc2c1	-14	-5	-3	-10	11	10	-5	3	13	13	0
CCCC(C)NC(=O)COc1ccc(S(=O)(=O)c2ccc(OCC(=O)NC(C)CCC)cc2)cc1 (stereo unspecified)	-2	-3	11	-19	18	-1	9	-6	3	-1	-12

Reprinted from the part before: 2 entries; new compounds follow.
SMILES	NCOA2 inhibitor	Exocytosis inh	LRH-1 inv ag	TROY NFkB inh	SRC3 inh	TWEAK Fn14 block	TLR9-MyD88 block	NOD2-RIPK2 inh	ABHD5 PLIN5 PPI	COUP-TFII inh	SRC1 inh
Cc1ccc2nc(N(CCCN(C)C)C(=O)CN3C(=O)c4ccccc4C3=O)sc2c1	-14	-5	-3	-10	11	10	-5	3	13	13	0
CCCC(C)NC(=O)COc1ccc(S(=O)(=O)c2ccc(OCC(=O)NC(C)CCC)cc2)cc1 (stereo unspecified)	-2	-3	11	-19	18	-1	9	-6	3	-1	-12
CCCCCC(=O)NNC(=O)Cc1ccc([N+](=O)[O-])cc1	7	0	3	2	1	-8	-2	-3	2	5	-21
O=C(Nc1ccc([N+](=O)[O-])cc1)c1cccc([N+](=O)[O-])c1	-29	0	59	12	-4	7	-2	-2	6	-5	-10
COc1ccc(C(=O)N/N=C/c2sc(=O)n(Cc3cccc(C(=O)O)c3)c2Cl)cc1	7	0	-16	-18	-2	-1	2	3	0	13	-13
COc1ccccc1NS(=O)(=O)c1cccc(C(=O)OCc2nc3ccccc3s2)c1	-8	-4	-7	68*	-2	58*	-2	-13	-2	-7	-26
Cc1ccc(NC(=O)c2cc3c(=O)oc4ccccc4c3s2)nc1	-11	-2	-10	-6	21	22	3	-5	14	8	17
O=C(Nc1ccccc1Cl)C1C2CCC3C(CCC21)C3(Cl)Cl (stereo unspecified)	9	1	-4	0	23	-14	-8	-3	-4	4	0
Cc1ccccc1NC(=O)/C(C#N)=C/c1ccsc1	-12	-1	-12	-62	-7	-2	9	-3	-6	-8	-18
OCC[C@H]1C[C@@H](O)[C@H](O)[C@@]2(CCc3ccccc3CO2)O1	2	-1	10	-4	9	5	-6	-5	-9	-6	-9
Cc1ccc2cc(CCNC(=O)C(=O)c3c[nH]c4ccccc34)c(=O)[nH]c2c1	13	-15	12	11	13	37	5	-5	-2	-8	15
Nc1nonc1OCCN1CCN(c2ccc([N+](=O)[O-])c3cccnc23)CC1	-2	11	15	-8	16	-15	.	-6	3	13	5
Cc1ccc(NS(=O)(=O)c2ccc3c(c2)OCCCO3)cc1S(=O)(=O)N1CCOCC1	26	-3	4	10	-25	21	-5	3	10	6	12
CCN(CC(=O)Nc1ccc(NC(C)=O)cc1)C(=O)c1ccc(C(=O)c2ccccc2)cc1	-34	-2	-4	-11	2	-2	-17	-7	5	-5	7
CC(=O)c1cccc(N(CC(=O)O)S(C)(=O)=O)c1	-14	-1	-11	13	-1	2	-6	6	1	14	1
CCc1ccc(-n2c(=S)sc3c(=O)n(-c4ccccc4C)c(SCC(=O)O)nc32)cc1	2	-5	6	-10	6	19	7	-12	-1	20	-5
FC(F)(F)c1nc2ccccc2nc1N/N=C\c1ccccc1	-13	-3	-29	6	-9	29	-7	-6	5	-5	-11

A portion of the library. The share of hits here may be higher or lower than overall.
